# Salmonella PhoP GFP: inhibitors of PhoP regulon expression, primary screen, Salmonella Typhimurium, GFP reporter (AID 1863). S. Typhimurium PhoP-regulated promoter GFP reporter, 4 h; higher % means a stronger effect. 300,000 compounds, 0.16% hits. inhibition, % at 50 µM, or IC50 in µM where a hit was titrated;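 active = inhibition over 29.93%, a cutoff 3 SD above the screen mean, later confirmed by dose response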;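 also: 0% = low Mg2+ inducing control and 100% = high Mg2+ repressing control; strong numbers were not always called active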
# Yfh1-depleted yeast: enhancers of respiration in Yfh1-depleted yeast, dose response, Friedreich's ataxia, plus single-dose screen (AID 1465) | one-dose fold induction at 50 µM; EC50 in µM for titrated hits | S. cerevisiae Yfh1-off respiration, WST-1 reduction, 72 h; higher fold induction means a stronger effect | 220,000 compounds, 0.074% hits;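 active = fold induction of absorbance versus untreated yeast above a set limit, then at least 30% activation at any dose in follow-up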;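 also: activators that raise dye reduction in frataxin-depleted yeast; strong numbers were not always called active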
# human PMI inhibitors: human PMI inhibitors, high substrate, primary screen, biochemical, fluorescence intensity, high mannose 6-phosphate (AID 1220); Mannose-6-phosphate isomerase (Homo sapiens); recombinant PMI enzyme, coupled fluorescence intensity; higher % means a stronger effect; inhibition, % at 20 µM, or IC50 in µM where a hit was titrated; 190,000 compounds, 0.66% hits; in the data active = inhibition above about 50%
# XIAP displacement: XIAP antagonists, biochemical, IAP family, fluorescence polarization (AID 1018); XIAP BIR domain, fluorescence polarization peptide displacement; higher % means a stronger effect; 200,000 compounds, 0.007% hits; E3 ubiquitin-protein ligase XIAP (Homo sapiens); displacement, % at 20 µM; hits with a dose series show IC50 in µM; in the data active = displacement above about 50%; also: a part of the inactive calls stands beside numbers as strong as those of hits
# M1AAP inhibition: P. falciparum M1AAP inhibitors, biochemical, fluorogenic H-Leu-NHMec substrate, 1536-well (AID 1445). Aminopeptidase N (Plasmodium falciparum (isolate 3D7)). recombinant M1AAP, H-Leu-NHMec fluorogenic kinetic assay; higher % means a stronger effect. inhibition, % at 30 µM, or IC50 in µM where a hit was titrated. 220,000 compounds, 0.42% hits;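 active = primary inhibition above the hit cutoff, then over 50% inhibition at one or more dose response concentrations, cut at about 23% in these data, passing the limit was not always enough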;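 also: plate controls were DMSO full reaction for no effect and no enzyme background for full effect; strong numbers were not always called active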
# West Nile virus CPE: West Nile virus antiviral activity, cell-based, CPE readout (AID 1621) | West Nile virus-infected cells, CPE inhibition; higher % means a stronger effect | one-dose CPE inhibition, % at 10 µM; IC50 in µM for titrated hits | 290,000 compounds, 0.02% hits; in the data active = a potency from the dose series; also: strong numbers were not always called active
# ER stress rescue: rescue of cells from ER stress-induced death, primary screen, 384-well, CSM14.1, thapsigargin, ATP luminescence (AID 1222); 190,000 tested, under 10 active; CSM14.1 thapsigargin-induced death rescue, ATP luminescence; higher % means a stronger effect; one-dose cellular ATP content (survival), % at 20 µM; EC50 in µM for titrated hits;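 active = EC50 below 50 µM in the dose-response confirmation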;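 also: death triggered by thapsigargin at about 15 µM added after 2 h compound pretreatment; cell ATP read after overnight thapsigargin exposure of roughly 18 to 22 hours; normalized against plate controls of thapsigargin alone and 5% DMSO vehicle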
# P. falciparum M17LAP: P. falciparum M17LAP inhibitors, primary screen, biochemical, fluorogenic H-Leu-NHMec substrate, 1536-well (AID 1619) | Leucine aminopeptidase (Plasmodium falciparum (isolate 3D7)) | recombinant M17LAP, H-Leu-NHMec fluorogenic kinetic assay; higher % means a stronger effect | inhibition, % at 30 µM; hits with a dose series show IC50 in µM | 220,000 compounds, 0.38% hits;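 active = compound inhibiting the enzyme by more than half at any dose during confirmatory dose-response retesting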;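 also: plate controls were full reaction with DMSO carrier for no effect and no enzyme background for full effect; strong numbers were not always called active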
# Siah-1 displacement: Siah-1 peptide-binding antagonists, primary screen, biochemical, fluorescence polarization, rhodamine-plectin, uHTS (AID 1817) | E3 ubiquitin-protein ligase SIAH1 (Homo sapiens) | Siah-1 / rhodamine-plectin peptide fluorescence polarization; higher % means a stronger effect | displacement, % at 20 µM, or IC50 in µM where a hit was titrated | 290,000 compounds, 0.02% hits;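 active = displacement of at least 50% at 20 µM, with a fluorescence ratio check between 0.3 and a set limit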;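 also: plate controls were Siah plus tracer with DMSO for no effect and tracer alone without Siah for full effect; strong numbers were not always called active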
# * marks the source's active call; other numbers are inactive results; i = inactive; nt = no result given. The order is random; any-hit rate near 1.6%.
structure,XIAP displacement,P. falciparum M17LAP,Yfh1-depleted yeast,M1AAP inhibition,ER stress rescue,Siah-1 displacement,human PMI inhibitors,Salmonella PhoP GFP,West Nile virus CPE
Clc1ccc(C2=Nn3c(nnc3-c3cc(-c4ccccc4)n[nH]3)SC2)cc1,-6.7%,-16.6%,i,12.2%,-2.2%,5.5%,8.6%,16.6%,-0.6%
O=C(NCCCn1ccnc1)C(=O)NCC(c1ccco1)N1CCN(c2ccc(F)cc2)CC1 (stereo unspecified),-0.4%,-0.7%,i,-5.9%,2.8%,8.3%,-5.9%,-3.9%,-0.5%
C=C1SC(=Nc2ccccc2Cl)N(C(=O)c2sc3ccccc3c2Cl)C1(C)C,nt,2.0%,i,3.5%,nt,-2.9%,nt,-7.7%,-1.2%
O=S(=O)(NCC1CCN(S(=O)(=O)c2ccccc2)CC1)c1ccccc1,-1.4%,-5.1%,i,7.5%,1.1%,-2.3%,13.0%,-14.1%,-0.7%
C/C(=N\O)C(C)(C)NC(=O)Nc1ccc(Cl)cc1,-5.3%,10.2%,i,-4.5%,-0.2%,2.0%,2.9%,3.4%,0.7%
COc1ccc(OC)c(-n2c(=S)[nH]c3cc(C(=O)NCCCN4CCCC4=O)ccc3c2=O)c1,-6.1%,0.2%,nt,-0.2%,-1.6%,-0.4%,5.7%,-17.9%,nt
CCOC(=O)c1c(C)[nH]c(C(=O)O)c1C,-3.1%,5.4%,i,1.4%,-0.9%,-4.9%,3.6%,-13.6%,0.2%
CCc1ccc(OC)c(S(=O)(=O)Nc2ccccc2C)c1,-11.5%,13.4%,i,-4.2%,-0.3%,-1.9%,7.6%,22.9%,-1.1%
Cc1ccc(OCn2c(=O)sc3ccccc32)cc1,-0.9%,-2.9%,i,0.5%,-3.1%,3.3%,3.1%,11.1%,-0.2%
CCOc1cc(/C=C\[N+](=O)[O-])ccc1OCC(=O)N1CCOCC1,-5.9%,15.0%,i,12.1%,-0.4%,10.0%,16.2%,8.7%,1.7%
Cc1onc(-c2c(Cl)cccc2Cl)c1COC(=O)c1ccc(Cl)cc1,nt,1.1%,i,0.1%,nt,-4.8%,nt,1.1%,0.5%
CCOC(=O)C(C)Oc1ncnc2cccc(F)c12 (stereo unspecified),-8.0%,0.3%,i,0.1%,-0.4%,6.8%,-10.2%,9.0%,0.4%
C/C(=N\Nc1cc(-c2ccccc2)nc(-c2ccccc2)n1)c1ccc(O)c(C)c1,-10.7%,-5.3%,i,6.2%,-3.1%,-2.0%,9.0%,3.1%,-1.2%
O=C(c1ccccc1F)N1CCN(c2ccc([N+](=O)[O-])c(N3CCOCC3)c2)CC1,5.7%,13.8%,i,6.9%,0.4%,-6.1%,16.2%,5.5%,0.4%
CC(C)c1nc2oc3c(NCCO)ncnc3c2c2c1COC(C)(C)C2,nt,7.2%,i,11.5%,nt,4.9%,nt,-3.9%,0.5%

# Rewritten with two lines to a compound: part of the list above.
# Below each SMILES: XIAP displacement | P. falciparum M17LAP | Yfh1-depleted yeast | M1AAP inhibition | ER stress rescue | Siah-1 displacement | human PMI inhibitors | Salmonella PhoP GFP | West Nile virus CPE
- O=C(c1ccccc1F)N1CCN(c2ccc([N+](=O)[O-])c(N3CCOCC3)c2)CC1
→ 5.7% | 13.8% | i | 6.9% | 0.4% | -6.1% | 16.2% | 5.5% | 0.4%
- CC(C)c1nc2oc3c(NCCO)ncnc3c2c2c1COC(C)(C)C2
→ nt | 7.2% | i | 11.5% | nt | 4.9% | nt | -3.9% | 0.5%

# (more compounds)
structure,XIAP displacement,P. falciparum M17LAP,Yfh1-depleted yeast,M1AAP inhibition,ER stress rescue,Siah-1 displacement,human PMI inhibitors,Salmonella PhoP GFP,West Nile virus CPE
COc1ccc(/C=C/C(=O)Oc2cc(C)[nH]c(=O)c2[N+](=O)[O-])cc1OC,-3.1%,15.8%,i,4.9%,-0.3%,6.6%,-5.1%,-5.9%,0.6%
NC(=O)C1CCN(CCC(=O)Nc2ccc3c(c2)CCC3)CC1,-5.3%,2.2%,i,4.4%,-1.7%,7.2%,25.1%,1.0%,0.1%
CCc1cccc2c(C(=O)COC(=O)c3c(C)noc3C)c[nH]c12,0.7%,-7.1%,i,4.0%,-1.7%,-3.4%,-7.3%,-0.6%,-0.8%
CCOc1ccc2nc(N(CCN(CC)CC)C(=O)c3ccc([N+](=O)[O-])cc3)sc2c1,-8.1%,-7.6%,i,-8.4%,-1.8%,0.1%,-19.3%,-4.7%,-0.6%
O=C(Nc1cccc(F)c1)c1ccc(S(=O)(=O)N2CCCC2)cc1,-0.8%,-3.8%,i,2.6%,0.5%,25.8%,1.3%,7.2%,0.4%
CN1CCN(c2ccc([N+](=O)[O-])cc2C(=O)Nc2ccccc2)CC1,-5.2%,3.7%,i,12.0%,0.1%,-0.8%,-1.0%,-2.8%,-0.5%
C=CCn1c(SCC#N)nc2ccccc2c1=O,-6.2%,-0.6%,i,9.5%,-0.1%,-0.7%,-0.6%,-1.1%,0.1%
Cc1cc(NC(=O)C2CCCCC2C(=O)O)no1 (stereo unspecified),-2.5%,30.2%,i,0.8%,-0.4%,-0.2%,3.0%,-4.3%,1.1%
COc1cc(CN2CCNC(=O)C2CC(=O)N(C)Cc2ncc[nH]2)cc(OC)c1 (stereo unspecified),-5.5%,-8.5%,i,8.3%,-1.6%,-1.5%,nt,9.2%,0.3%
COc1ccc(-c2cc(C(=O)OC(C)C(=O)Nc3c(C)n(C)n(-c4ccccc4)c3=O)c3ccccc3n2)cc1 (stereo unspecified),0.3%,-14.9%,i,-0.9%,-1.5%,-0.9%,6.8%,-7.5%,0.2%
COc1ccc(-c2cc(C(F)(F)F)nc(S(C)(=O)=O)n2)cc1OC,-6.4%,28.2%,i,20.6%,-0.4%,-3.0%,13.5%,-15.9%,0.1%
COc1ccc(CCn2c(=O)[nH]c3cc(C(=O)N4CCN(c5ccccn5)CC4)ccc3c2=O)cc1OC,-1.2%,3.1%,i,-1.5%,-0.9%,11.8%,-8.1%,-2.0%,0.2%
Cc1ccc2c(c1)/C(=N/N1C(=O)c3ccccc3C1=O)C(=O)N2,-5.4%,0.4%,i,9.8%,-0.9%,4.7%,8.4%,-2.4%,-0.5%
CCc1ccc(C(=O)/C=C/Nc2ccc(S(=O)(=O)Nc3cnc4ccccc4n3)cc2)cc1,nt,1.6%,i,5.4%,nt,3.6%,nt,9.8%,0.1%
CCCS(=O)(=O)Nc1ccc(-c2ccc3nnc(C)n3n2)cc1,-11.0%,-4.8%,i,2.1%,1.7%,-7.6%,3.8%,-1.3%,0.2%

# (more compounds)
structure,XIAP displacement,P. falciparum M17LAP,Yfh1-depleted yeast,M1AAP inhibition,ER stress rescue,Siah-1 displacement,human PMI inhibitors,Salmonella PhoP GFP,West Nile virus CPE
O=c1[nH]c(/C=C\c2cccs2)nc(O)c1[N+](=O)[O-],-5.0%,12.1%,i,13.5%,-0.7%,-2.9%,-7.1%,0.1%,-0.1%
CC(/C=N/NC(=O)c1cc(-c2ccc3ccccc3c2)n[nH]1)=C\c1ccco1,0.6%,16.2%,i,7.5%,-2.0%,31.1%,36.4%,15.2%,-1.0%
COc1cc(O)c(C(CCN2CCOCC2)c2ccc(N(C)C)cc2)c(OC)c1 (stereo unspecified),nt,0.0%,i,2.6%,nt,6.6%,nt,-0.4%,-0.6%
O=C(CCCSc1nc2ccccc2[nH]1)NCc1ccc(Cl)cc1,-5.3%,-1.4%,i,6.1%,-1.8%,-1.6%,-1.9%,0.0%,-1.8%
COc1ccc(CN2CCN(C(=O)c3ccc4nc(N5CCOCC5)sc4c3)CC2)c(OC)c1OC,-3.0%,-3.1%,i,-5.5%,2.6%,22.9%,-0.4%,26.5%,-1.0%
CCc1cc2c3c(c(=O)oc2cc1OC)CCCC3,-14.8%,-7.6%,i,1.7%,-2.0%,2.1%,12.6%,-1.5%,-0.5%
Cc1cc2ncc(C(=O)Nc3ccccc3)c(C)n2n1,-0.7%,16.0%,i,8.9%,nt,-1.3%,8.8%,-2.0%,0.3%
COCc1ccc(O)c2ncccc12,-14.0%,3.5%,i,-12.3%,4.1%,-1.1%,22.6%,-1.6%,0.3%
C/C=C/C(=O)OCC(=O)Nc1c(Cl)cccc1Cl,-6.8%,-0.2%,i,9.1%,-0.6%,0.9%,-4.6%,-3.8%,0.0%
Cc1ccc(-n2nc3c(SCCN4CCOCC4)nnc(C)c3c2C)cc1,7.5%,6.0%,i,-2.5%,-1.8%,-4.7%,-3.7%,-0.8%,-1.0%
CCOc1ccc(S(=O)(=O)N2CCc3cc(OC)c(OC)cc3C2)cc1,-0.2%,10.2%,i,2.7%,-0.4%,0.2%,-4.5%,6.3%,-1.2%
COc1ccc(C)cc1NC(=S)NN1CCN(C)CC1,-6.6%,-3.0%,i,2.7%,2.6%,14.0%,-2.2%,-3.1%,0.1%
O=C(NC(Cc1ccccc1)C(=O)O)/C(=C/c1ccccc1)NC(=O)c1ccccc1 (stereo unspecified),-3.4%,14.2%,i,14.7%,-0.5%,10.2%,1.0%,-6.7%,-0.5%
COC(=O)CC1(C(=O)OC)Oc2ccc(Br)cc2C(=O)N1c1cc(Cl)cc(Cl)c1 (stereo unspecified),nt,8.0%,i,9.7%,nt,1.7%,nt,-3.4%,0.0%
CC(C)CC(=O)Nc1nnc(SCC(=O)NCc2ccco2)s1,0.9%,-12.2%,i,1.9%,-0.6%,-0.1%,-17.2%,12.9%,-0.2%
CCN1CCCC1CNC(=O)CSCc1nc(-c2ccccc2C)oc1C (stereo unspecified),-6.1%,-7.4%,i,4.4%,2.5%,-2.2%,4.4%,-11.7%,0.0%
COC(=O)c1c(N)nc(C)n1-c1ccc(OC)cc1,-4.1%,2.9%,i,-3.4%,-2.9%,1.4%,11.9%,-5.1%,0.0%
Cc1cc(C)cc(C(=O)Nc2nnc(SCC(=O)N3CCCc4ccccc43)s2)c1,0.8%,2.1%,i,-2.5%,1.1%,3.3%,8.4%,10.5%,-0.9%

# Whole records, looked up by structure. Order of screens: XIAP displacement, P. falciparum M17LAP, Yfh1-depleted yeast, M1AAP inhibition, ER stress rescue, Siah-1 displacement, human PMI inhibitors, Salmonella PhoP GFP, West Nile virus CPE
# Cc1cc2ncc(C(=O)Nc3ccccc3)c(C)n2n1 across the screens: -0.7%, 16.0%, i, 8.9%, nt, -1.3%, 8.8%, -2.0%, 0.3%
# CCc1cc2c3c(c(=O)oc2cc1OC)CCCC3 across the screens: -14.8%, -7.6%, i, 1.7%, -2.0%, 2.1%, 12.6%, -1.5%, -0.5%
# COCc1ccc(O)c2ncccc12 across the screens: -14.0%, 3.5%, i, -12.3%, 4.1%, -1.1%, 22.6%, -1.6%, 0.3%

# Screening data: PubChem BioAssay, several laboratories
